Bioassay records from PubChem.
697 NFkB inh = inhibitors of the PMA/ionomycin-induced NF-kB reporter in 697 B cells; hit rate 0.33% among 330,000; inhibition, % at 4 µM; 697 B-cell NF-kB luciferase reporter, 16 h; in the data active = inhibition above about 35%
Gli-Sufu block = blocks Gli-Sufu signaling in a luciferase reporter | Sufu-KO-LIGHT fibroblasts, Gli luciferase reporter luminescence | inhibition, % at 5 µM | hit rate 0.74% among 340,000;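 active = inhibition above about 55%, limit read from the data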;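 note: 0% = DMSO-treated cells and 100% = wells with medium but no cells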
EBI2 antag = EBI2 (human) antagonism; inhibition, % at 5 µM; EBI2 beta-arrestin recruitment, luminescence, 7a,25-OHC stimulated; hit rate 0.81% among 360,000; AID 651636; P32249; in the data active = inhibition above about 38%;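 note: enzyme fragment complementation signal reports receptor beta-arrestin coupling in cells; 0% = agonist plus DMSO wells and 100% = wells without agonist; some results beyond the cut were filed as inactive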
Target sequence (P32249 whole entry, looked up, the tested form may be a part): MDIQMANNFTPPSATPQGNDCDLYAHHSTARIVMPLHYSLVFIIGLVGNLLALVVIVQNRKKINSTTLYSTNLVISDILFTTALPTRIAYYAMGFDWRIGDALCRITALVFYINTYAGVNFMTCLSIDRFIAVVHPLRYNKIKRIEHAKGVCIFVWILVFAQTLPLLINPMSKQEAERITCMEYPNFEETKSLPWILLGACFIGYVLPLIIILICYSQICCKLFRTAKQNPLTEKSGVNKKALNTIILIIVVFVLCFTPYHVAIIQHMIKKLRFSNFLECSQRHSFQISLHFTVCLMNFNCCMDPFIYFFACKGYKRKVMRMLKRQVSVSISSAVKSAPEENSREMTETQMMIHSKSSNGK
CXCR6 block = inhibitors of human CXCR6 receptor; CHO-K1 PathHunter CXCR6 beta-arrestin, luminescence; inhibition, % at 20 µM; hit rate 0.36% among 360,000; AID 602244; in the data active = inhibition above about 34%, passing the limit was not always enough;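 note: antagonist mode with CXCL16 agonist at 10 nM final; 0% = 10 nM CXCL16 with DMSO and 100% = unstimulated wells without agonist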
Target sequence (O00574 whole entry, looked up): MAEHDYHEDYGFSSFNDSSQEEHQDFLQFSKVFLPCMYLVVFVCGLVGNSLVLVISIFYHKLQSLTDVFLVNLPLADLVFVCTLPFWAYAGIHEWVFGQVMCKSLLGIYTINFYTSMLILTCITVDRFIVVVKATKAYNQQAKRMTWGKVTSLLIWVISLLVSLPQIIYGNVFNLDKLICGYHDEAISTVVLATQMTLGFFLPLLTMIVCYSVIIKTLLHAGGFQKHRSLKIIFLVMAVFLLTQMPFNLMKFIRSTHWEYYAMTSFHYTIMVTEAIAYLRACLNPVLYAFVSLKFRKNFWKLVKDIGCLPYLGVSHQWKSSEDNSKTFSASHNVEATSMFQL
CCR6 antagonist = blocks CCL20-driven beta-arrestin recruitment at human CCR6; CHO-K1 CCR6 PathHunter beta-arrestin, luminescence, CCL20-stimulated; inhibition, % at 20 µM; hit rate 0.49% among 340,000; P51684;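 active = compounds whose inhibition of the agonist-driven luminescence signal at 20 µM reaches about 50%, limit read from the data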;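 note: cells stimulated with CCL20 at 14 nM final; plate controls were DMSO with CCL20 for no effect and DMSO without agonist for full effect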
Target sequence (P51684 whole entry, looked up): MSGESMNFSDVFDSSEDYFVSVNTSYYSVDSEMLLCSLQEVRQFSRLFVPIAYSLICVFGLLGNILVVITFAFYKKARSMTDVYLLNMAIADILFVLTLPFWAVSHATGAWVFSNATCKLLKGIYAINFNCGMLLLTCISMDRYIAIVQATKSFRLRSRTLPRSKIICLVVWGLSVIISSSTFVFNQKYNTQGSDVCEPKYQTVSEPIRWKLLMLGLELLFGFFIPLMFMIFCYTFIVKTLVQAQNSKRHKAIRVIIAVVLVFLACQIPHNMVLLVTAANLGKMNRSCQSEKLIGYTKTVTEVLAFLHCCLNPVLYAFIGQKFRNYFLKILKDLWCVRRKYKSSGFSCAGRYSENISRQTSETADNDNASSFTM
Jurkat NFkB inh = inhibitors of the PMA/ionomycin-induced NF-kB reporter in Jurkat cells; PMA/ionomycin-induced NF-kB luciferase reporter, luminescence; hit rate 0.53% among 330,000; inhibition, % at 4 µM; in the data active = inhibition above about 50%
APJ antagonist = APJ receptor antagonism | P35414 | CHO-K1 APJ beta-arrestin complementation, luminescence | inhibition, % at 20 µM | hit rate 0.32% among 330,000;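 active = inhibition above about 40% at 20 µM, limit read from the data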;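 note: cells challenged with 10 nM apelin-13 agonist together with compound; plate controls were apelin-13 plus DMSO wells for no effect and DMSO wells lacking apelin-13 for full effect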
UBC13 inh = blocks human UBC13 polyubiquitin chain formation. AID 485273. hit rate 0.47% among 330,000. P61088. inhibition, % at 20 µM. TR-FRET; in the data active = inhibition above about 45%, passing the limit was not always enough; inconclusive = no clear call, values can overlap the other calls
* = called active by the depositor; ? = inconclusive; . = no result given. Random draw from the library. Share with any hit: about 3%.

SMILES	697 NFkB inh	Gli-Sufu block	EBI2 antag	CXCR6 block	CCR6 antagonist	Jurkat NFkB inh	APJ antagonist	UBC13 inh
CCCC(=O)Nc1ccc(C(=O)NNC(=O)c2ccccc2Br)cc1	2	3	-6	-6	6	7	3	-8
Cc1ccc(C)c2[nH]c(=O)c(C(c3nnnn3Cc3ccco3)N3CCc4ccccc4C3)cc12 (centres undefined)	-15	0	2	-8	5	-16	-22	-21
COc1ccc(-n2cnnc2SCC(=O)Nc2ccc(C(N)=O)cc2)cc1	-9	-10	-6	-3	-3	17	2	2
Cn1c(=NC(=O)CSCC(=O)N2CCCCC2)sc2ccccc21	-10	-3	8	-3	-15	-8	17	-1
CC1=C(C(=O)OC(C)C)C(c2ccc(C)o2)C(C(=O)OC(C)C)=C(C)N1	0	13	-1	10	19	11	11	6
CSc1ccc(CN(C)C(=O)CCNS(=O)(=O)c2ccc(C)c(C)c2)cc1	-19	-2	3	-6	22	-4	-5	2
CC(C)Cc1ccc(CN2CCCC(NC(=O)CCCN3CCCC3=O)C2)cc1 (centres undefined)	-20	23	1	0	13	4	-3	-1
COc1ccc(C)cc1NC(=O)c1nnn(Cc2cccc(F)c2)c1N	34	23	14	2	2	15	-2	9
CCOc1cc(N2CCOCC2)c(OCC)cc1NC(=O)Cc1cn2ccsc2n1	21	31	-3	-4	-5	12	-18	-10
Cc1ccc(C(=O)c2c3ccc(C(F)(F)F)cc3[n+]([O-])n2CCCC(N)=O)cc1	-8	-14	-5	-1	4	7	-3	1
O=C1OC(c2ccc3c(c2)OCO3)=N/C1=C\c1ccc(C(=O)O)cc1	-4	9	4	0	8	5	14	-5
CNc1nc(N)c([N+](=O)[O-])c(NCc2ccccc2)n1	0	24	-4	0	4	5	13	-6
Cn1c(=O)n(CCO)c(=O)c2c1nc(Br)n2Cc1ccccc1	-17	0	-3	11	14	-11	5	-8
CCc1c(C)nc(N2CCN(c3ccccc3F)CC2)[nH]c1=O	-9	3	-5	7	1	-4	6	-4
CCc1ccccc1NC(=O)N1CCCC(CCC(=O)N(C)CCc2ccccn2)C1 (centres undefined)	17	1	1	3	-4	-1	6	-5
Cc1c(C(=O)OCC(=O)N(C)c2ccccc2)oc2ccccc12	-16	3	10	-2	22	2	12	2
Nc1ccc(-c2nc3ncccc3o2)c(Cl)c1	-64	-82	-5	7	-5	-88	10	8
CCOC(=O)CNC(=O)N1CCCC(Cc2ccccc2)(C(=O)OCC)C1 (centres undefined)	.	-25	6	5	8	.	.	.
CC(=O)C1=C(c2ccccc2)NC(=O)NC1c1ccc(O)c(O)c1 (centres undefined)	0	1	-10	-2	4	6	-10	-1
CC(C)CN(C(=O)C1=NN(c2ccccc2)C(=O)CC1)c1c(N)n(Cc2ccccc2)c(=O)[nH]c1=O	14	-2	-7	-7	-5	1	-9	4
O=C(Nc1ccccc1)c1ccc(S(=O)(=O)N2CCCC2)cc1	5	-8	3	3	17	-12	-8	-5
Cc1onc(-c2c(Cl)cccc2Cl)c1C(=O)c1c[nH]c(C(=O)NCCCN2CCOCC2)c1	-26	2	-5	2	4	-17	9	-22
Cc1cc(C)cc(C(=O)N2CC(C)OC(C)C2)c1 (centres undefined)	0	3	-1	5	8	-8	4	-16
Cn1c(Cn2c(=O)sc3ccccc32)nnc1SCC(=O)Nc1ccccc1F	-14	-7	-7	-6	-1	-5	9	7
Cc1ccc(Cn2c(O)c(N=O)c3ccccc32)cc1	-17	-9	-6	4	12	0	6	0
N#CC1=C(N)Oc2cc(N)ccc2C1c1cccc(Br)c1 (centres undefined)	-65	37	-7	-1	10	49	10	-3
O=C(Nc1c[nH]c(=O)[nH]c1=O)OCc1ccccc1	.	1	0	2	8	.	.	.
O=C(c1cccc(S(=O)(=O)N2CCOCC2)c1)N1CCCCCC1	-8	2	-10	0	-13	-1	-6	2
O=C1c2ccccc2S(=O)(=O)N1CCCN1C(=O)c2ccccc2S1(=O)=O	.	2	-2	3	0	.	.	.
CCCc1nnc(NC(=O)c2cn(CC)c3cc(N4CCN(C)CC4)c(F)cc3c2=O)s1	3	1	21	-3	4	-11	3	4
Cc1ccc(S(=O)(=O)Nc2ccc(NC(=O)Nc3cccc(C(F)(F)F)c3)cc2)cc1	-12	-1	11	-17	-7	4	6	-16
O=C(CCCn1c(=S)[nH]c2cc3c(cc2c1=O)OCO3)N1CCN(c2ccc(F)cc2)CC1	-9	6	-25	-6	5	14	-9	14
CCOc1cc(/C=C2/NC(=O)N(Cc3ccccc3F)C2=O)ccc1O	5	74*	11	2	5	29	-8	-5
CCOc1ccc(C(=O)OCC(=O)Nc2nc(OC)cc(OC)n2)cc1OCC	-30	-19	-1	6	3	-3	4	-11
Nc1cccc(-c2nnc3n2CCCCC3)c1	9	1	-14	-7	-4	-10	-15	12
COc1ccccc1CN1CC(C(=O)NCCN(C)CCc2ccccc2)CCC1=O (centres undefined)	6	17	-6	4	5	-6	12	2
COCCn1c(-c2ccc(Cl)cc2)cnc1SCC(=O)NCCc1ccc(OC)c(OC)c1	-11	18	-2	5	14	2	15	-2
CCn1ccnc1CNC(=O)CC1C(=O)NCCN1CC(c1ccccc1)c1ccccc1 (centres undefined)	-1	-2	-11	6	7	-1	-26	-1
CC(=O)c1cccc(NC(=O)N2CCCC2C(=O)Nc2ccc3c(c2)OCCO3)c1 (centres undefined)	1	-3	0	3	1	-11	-1	?
N#CCc1ccc(C(=O)c2ccccc2)s1	-8	-3	1	-4	6	-17	-7	-7
CC(C)(C)OC(=O)N/N=C\c1ccc([N+](=O)[O-])s1	-16	3	-8	3	5	-4	-32	-21
Cc1ccc(-n2cnc3c(=O)[nH]cnc32)cc1[N+](=O)[O-]	.	2	-4	-9	-3	.	.	.
Cc1cccc(S(=O)(=O)NCCC(=O)OCC(=O)Nc2ccc(C#N)cc2)c1	11	-5	-8	-12	25	-5	-9	3
CC1=C(C(=O)OCC2CCCO2)C(c2ccc(C)o2)C2=C(CC(c3ccc(F)cc3)CC2=O)N1 (centres undefined)	-1	24	8	19	21	12	5	9
CCOC(=O)C(NC(=O)C1CCCN1C(=O)OCc1ccccc1)C(=O)OCC (centres undefined)	3	-2	6	0	9	-2	6	-3
CCOC(=O)C1=C(COC(=O)C2(C)CC2(Cl)Cl)NC(=O)NC1c1ccc(OC)cc1 (centres undefined)	4	-5	2	10	10	-6	-4	6
COc1ccc(NC(=O)c2oc3ccccc3c2NC(=O)c2ccco2)c(OC)c1	34	54	-15	-6	3	21	-17	1
NC(=O)C1(N2CCCCC2)CCN(S(=O)(=O)c2cc(Cl)sc2Cl)CC1	3	-2	-4	7	-3	10	-11	6
Cc1[nH]c(=O)c(C(=O)c2cc(Cl)ccc2O)cc1C(=O)O	2	0	6	-7	5	0	1	-4
CCOC(=O)c1c(C)[nH]c(C(=O)NNC(=O)c2ccc(C(C)(C)C)cc2)c1C	-11	1	8	0	5	-10	-7	-4
Cc1cc(C)c2c(=O)[nH]c(SCc3ccccc3)nc2n1	-16	-4	-5	0	1	-19	-69	-8
CC(NC(=O)COC(=O)C1CCN(c2ccc(C(F)(F)F)cn2)CC1)c1ccc(F)cc1 (centres undefined)	18	-2	0	-11	11	-5	23	4
CC(C)N1CCC(N2CCN(CCCn3cccn3)CC2CCO)CC1 (centres undefined)	-7	8	-5	2	4	-2	4	-6
CSc1nnc([C@@H](NC(=O)OC(C)(C)C)C(C)C)o1	2	3	3	-3	1	6	-5	3
c1ccc(-c2c[n+]3c(n2-c2ccccc2)CCC3)cc1	-14	60*	3	11	-4	9	-10	1
CCN(CC)C(=O)N1CCn2c(nc3ccccc32)C1	-35	-19	-7	-6	-12	1	-20	-3
O=C(c1n[nH]c(=O)c2ccccc12)N1CCN(Cc2ccc3c(c2)OCO3)CC1	16	-1	1	-7	-1	7	5	4
COc1cc2c(cc1NC(=O)c1ccco1)CCCC2	-45	-23	6	-4	22	-61	-8	-2
COC(=O)[C@@H](NC(=O)Nc1ccc(C(C)=O)cc1)C(C)C	24	-3	-1	3	10	-5	-1	0
O=C1N=C(N2CCOCC2)S/C1=C/c1ccc(-c2ccccc2Cl)o1	10	13	-28	0	-1	2	10	6

(cont.)
SMILES	697 NFkB inh	Gli-Sufu block	EBI2 antag	CXCR6 block	CCR6 antagonist	Jurkat NFkB inh	APJ antagonist	UBC13 inh
COc1ccc(CCNC(=O)CN(c2cc(OC)ccc2OC)S(=O)(=O)c2ccccc2)cc1	9	-2	9	12	12	-1	26	6
N#Cc1cccc(NC(=O)Nc2cccs2)c1	18	-6	5	-18	-11	0	28	-2
C=CCOC(=O)/C(=C\c1ccc(OC)cc1)NC(=O)c1ccco1	3	19	-5	-3	7	-10	-8	-10
NC(=O)NC(=O)C(Nc1ccc(N2CCCCC2)cc1)c1ccccc1 (centres undefined)	-39	-20	3	-11	14	-24	-4	-2
O=C(NCC1CCCO1)c1cccc(F)c1 (centres undefined)	23	-10	-6	8	-11	-3	8	3
COc1ccc(C(=O)Oc2cc(/C=N/NS(=O)(=O)c3ccccc3)ccc2OC)cc1	-17	1	-2	6	25	-12	-8	-3
CCOc1ccc(S(=O)(=O)Nc2cccc(C(=O)N(C)CC(=O)Nc3cccc(OC)c3)c2)cc1	-8	-7	-6	-6	19	8	1	12
CC(=O)c1ccccc1NC(=O)CSCc1nc2sc(C)c(C)c2c(=O)[nH]1	-10	-4	-2	4	5	-5	25	-3
COc1cc(NC(=O)C/C(C)=N/NC(=O)C(=O)NC2CCCCC2)c(OC)cc1Cl	-6	-7	10	10	1	-7	-10	-6
COc1ccc(CNC(=O)COC(=O)c2cccn2C)cc1	7	-3	-2	2	6	-11	-2	7
Cc1cc(OCC(=O)OCC(=O)N(C)c2c(N)n(Cc3ccccc3)c(=O)[nH]c2=O)ccc1Cl	0	-7	-2	0	8	4	-1	2
COc1ccc(NC(=O)CN2CC(C)OC(C)C2)cc1Cl (centres undefined)	3	-10	-3	0	7	-14	-3	-14
COc1ccc(OC)c(NC(=O)CCN2CCN(C/C=C/c3ccccc3)CC2)c1	-7	25	-3	-2	9	2	-4	3
Cc1cc2c(s1)c1cnn(-c3ccccc3)c(=O)c1n2C	3	0	-1	7	8	-18	9	-9
CC12CN3CC(C)(CN(C1)C3c1ccc(Cl)cc1Cl)C2=O (centres undefined)	11	2	-4	0	4	4	13	5

Four of the compounds above, as a markdown table.
| Structure | 697 NFkB inh | Gli-Sufu block | EBI2 antag | CXCR6 block | CCR6 antagonist | Jurkat NFkB inh | APJ antagonist | UBC13 inh |
| --- | --- | --- | --- | --- | --- | --- | --- | --- |
| COc1ccc(C(=O)Oc2cc(/C=N/NS(=O)(=O)c3ccccc3)ccc2OC)cc1 | -17 | 1 | -2 | 6 | 25 | -12 | -8 | -3 |
| CCOc1ccc(S(=O)(=O)Nc2cccc(C(=O)N(C)CC(=O)Nc3cccc(OC)c3)c2)cc1 | -8 | -7 | -6 | -6 | 19 | 8 | 1 | 12 |
| CC(=O)c1ccccc1NC(=O)CSCc1nc2sc(C)c(C)c2c(=O)[nH]1 | -10 | -4 | -2 | 4 | 5 | -5 | 25 | -3 |
| COc1cc(NC(=O)C/C(C)=N/NC(=O)C(=O)NC2CCCCC2)c(OC)cc1Cl | -6 | -7 | 10 | 10 | 1 | -7 | -10 | -6 |

More results follow.
SMILES	697 NFkB inh	Gli-Sufu block	EBI2 antag	CXCR6 block	CCR6 antagonist	Jurkat NFkB inh	APJ antagonist	UBC13 inh
O=c1oc2ccccc2c(NCc2ccc(Cl)cc2)c1[N+](=O)[O-]	-9	0	-25	10	16	-11	11	1
COc1ccc(NC2CC(=O)N(c3ccccc3)C2=O)cc1 (centres undefined)	-22	-32	-8	1	-11	-11	12	-5
Cc1ccc(S(=O)(=O)NC(=NC2CCCCC2)c2ccc(Cl)cc2)cc1	6	-10	7	-3	14	21	14	2
COc1ccc2sc(N(CCCN(C)C)C(=O)c3nc4ccccc4s3)nc2c1	8	-2	-11	2	13	-14	8	14
Cc1cccc(C2=NN(c3ccc(Br)cc3)[C@@H](C(=O)N3CCOC3=O)[C@@H]2c2ccccc2)c1	-13	5	5	0	1	.	.	.
COC1CCCN(Cc2cn(C)nc2-c2ccc(Oc3ccccc3)cc2)C1 (centres undefined)	-14	2	-1	7	2	-9	-16	-5
CCn1cc(C(=O)NCc2ccncc2)c(=O)c2cc(F)c(N3CCN(C(=O)c4ccco4)CC3)cc21	-13	-1	4	2	2	-4	-13	-2
NC(=O)c1cccn(Cc2ccc(C(F)(F)F)cc2)c1=O	-5	46	0	-8	4	2	36	2
